# Tau ThT inhib = blocks human tau fibril formation measured by thioflavin T; actives 2.1% (n = 270,000); recombinant tau K18 P301L (four-repeat tau fragment), heparin-induced fibrillization, ThT fluorescence; Potency, µM (top dose mostly 57.4 µM), for the others: at the highest dose activity, negative = inhibition, hits mostly inhibitors; P10636; further: on the % scale 0 is the no-effect control and ±100 the full control effect; nearly all actives have a fitted effect of over 55% in size
#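 Heparin-induced fibrillization of the P301L-mutant K18 repeat-domain fragment of human tau was followed by ThT binding in quantitative high-throughput format.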
# RECQ1 helicase = inhibitors of human RECQ1 DNA helicase; Potency, µM (series often up to 57.3 µM), for the others: at the highest dose activity, negative = inhibition, actives largely listed as inhibitors; AID 2549; RECQ1 DNA unwinding, red fluorescence kinetic read; actives 0.54% (n = 240,000);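 further: plate controls were vehicle for no effect and no enzyme for full effect; nearly all actives have a fitted effect of over 30% in size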
# Target sequence (P46063 whole entry, looked up): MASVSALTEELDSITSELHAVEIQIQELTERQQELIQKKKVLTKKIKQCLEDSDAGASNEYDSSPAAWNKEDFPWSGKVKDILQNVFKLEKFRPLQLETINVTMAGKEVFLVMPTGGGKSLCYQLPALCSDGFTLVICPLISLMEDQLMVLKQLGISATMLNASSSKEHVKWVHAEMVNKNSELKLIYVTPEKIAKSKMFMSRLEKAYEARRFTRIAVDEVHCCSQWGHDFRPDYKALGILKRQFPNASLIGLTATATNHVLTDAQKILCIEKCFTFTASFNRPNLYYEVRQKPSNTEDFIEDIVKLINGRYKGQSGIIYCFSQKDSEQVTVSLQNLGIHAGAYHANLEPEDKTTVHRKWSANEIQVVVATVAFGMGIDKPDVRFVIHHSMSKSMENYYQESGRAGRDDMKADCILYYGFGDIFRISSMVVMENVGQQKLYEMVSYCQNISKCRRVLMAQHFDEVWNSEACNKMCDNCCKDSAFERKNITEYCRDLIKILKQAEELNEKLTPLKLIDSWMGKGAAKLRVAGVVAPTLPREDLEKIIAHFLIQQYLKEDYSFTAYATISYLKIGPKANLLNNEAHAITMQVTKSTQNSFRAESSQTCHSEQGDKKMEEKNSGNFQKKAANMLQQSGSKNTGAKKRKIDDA
#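 RECQ1T1 50 nM; forked duplex (20 bp + 30-nt ss tails) 200 nM, ATP 2 mM final; pH 8.0, 2 mM MgCl2, 2.5 ug/ml poly(dI-dC); 15 min compound preincubation; discontinuous kinetic read over 2 h at RT.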
# L3MBTL1 block = L3MBTL1 (human) inhibition; AlphaScreen L3MBTL1–H3K9me1 peptide binding; Potency, µM (top dose mostly 57.1 µM), for inactives: at the top dose activity, negative = inhibition, most hits filed as inhibitors; actives 0.66% (n = 230,000); AID 485360; further: on the % scale 0 is the no-effect control and ±100 the full control effect; nearly all actives have a fitted effect of over 60% in size
#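 First, the protein-peptide complex forms for 30 min at room temperature (L3MBTL1 50 nM, biotinylated H3K9me1 peptide 75 nM). Next, compounds are pin-transferred and incubated 30 min. Finally, AlphaScreen beads are added and read after 30 min.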
# ALDH1A1 block = ALDH1A1 (human) enzyme inhibition | Potency, µM (top dose mostly 75.3 µM), for the others: top-dose activity, negative = inhibition, most hits filed as inhibitors | P00352 | Purified ALDH1A1, NADH fluorescence, propionaldehyde substrate | actives 7.3% (n = 220,000) | AID 1030; active means well fitted inhibition curve with a large enough effect, not every such curve was filed as active; inconclusive means small, poorly fitted or top-dose-only effect, or another doubt; inactive means no such curve, though single readings can be large or run the other way;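 further: plate controls were no enzyme wells and a reference inhibitor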
# Luc counter = Kinase-Glo luciferase inhibition (counter-screen); Q27757; AID 1379; Potency, µM (highest dose often 38.3 µM), inactives show at the highest dose activity change, negative = inhibition, most hits filed as inhibitors; Kinase-Glo luciferase, ATP luminescence, 8 min; actives 0.28% (n = 200,000); further: on the % scale 0 is the no-effect control and ±100 the full control effect; nearly all actives have a fitted effect of over 60% in size
#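 Luminescence was the read-out, taken after 8-minute incubation at ambient temperature. Luciferase turned over luciferin with 10 uM ATP in imidazole pH 7.2 buffer containing KCl, MgCl2, Tween 20 and BSA.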
# SMN2 splice enh = increases expression of the SMN2 splice variant. HEK293 SMN2-luciferase splicing reporter, luminescence, 30-36 h. Potency, µM (highest dose often 46.1 µM), for the others: at the highest dose activity change, positive = activation, hits mostly activators. actives 2.8% (n = 210,000). AID 1458; further: % of control where 0% means no effect; nearly all actives have a fitted effect of over 55% in size
#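 HEK293 cells carry an SMN2 […]–luciferase reporter in which exon 7 inclusion puts luciferase in frame. Cells were plated 10-12 h before compound addition, then incubated 30-36 h at 37C. ONE-Glo luminescence was read; sodium butyrate at 4.5 mM final served as control.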
# Lamin A splicing = LMNA splicing modulation | HeLa LMNA splicing GFP/RFP minigene ratio, 48 h | Potency, µM (top dose mostly 46.1 µM), without a hit: at the highest dose ratio change, negative = inhibition, usual class: inhibitors | actives 0.01% (n = 200,000); active means well fitted inhibition curve with a large enough effect in the signal ratio, with a control signal flat, not every such curve was filed as active; inconclusive means small, poorly fitted or top-dose-only effect, or effect the other way, or a change in a side signal; the % refers to the signal ratio; further: on the % scale 0 is the no-effect control and ±100 the full control effect
#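 Read-out is the ratio of GFP to DsRed2 object intensity, acquired by 488 nm laser-scanning cytometry on HeLa lamin A-EGFP minigene reporter cells. Compound incubation 48 hrs at 37 °C in Opti-MEM with 2% FBS; DMSO 0.5% final.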
# KDM4E inh = JMJD2E (human) inhibition; JMJD2E catalytic domain, FDH-coupled NADH fluorescence (FDH is formaldehyde dehydrogenase); Potency, µM (titrated, usually from 57.1 µM), for the others: top-dose activity change, negative = inhibition, actives largely listed as inhibitors; actives 1.6% (n = 230,000); AID 2147; active means well fitted inhibition curve with a large enough effect, not every such curve was filed as active; inconclusive means small, poorly fitted or top-dose-only effect, or another doubt; inactive means no such curve, though single readings can be large or run the other way;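 further: 0% = wells with enzyme and -100% = buffer wells without enzyme; nearly all actives have a fitted effect of over 50% in size; many of its hits are not listed in these tables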
# Target sequence (B2RXH2 1-337 limits assumed): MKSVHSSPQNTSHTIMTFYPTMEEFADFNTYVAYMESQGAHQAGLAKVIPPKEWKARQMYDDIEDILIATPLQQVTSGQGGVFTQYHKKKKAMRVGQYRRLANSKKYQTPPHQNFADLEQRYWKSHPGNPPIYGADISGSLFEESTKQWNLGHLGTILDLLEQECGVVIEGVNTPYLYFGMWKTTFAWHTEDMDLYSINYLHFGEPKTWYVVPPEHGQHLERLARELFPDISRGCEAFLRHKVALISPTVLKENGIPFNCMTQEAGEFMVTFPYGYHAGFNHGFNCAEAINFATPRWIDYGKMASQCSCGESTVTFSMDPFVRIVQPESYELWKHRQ
# * hit, by the source's call; i = inactive; ? = inconclusive; · = no result given; & = joins results of further samples; ! = repeats disagree; [ ] = dose if it differs, or a comment. Unless noted, the call rests on the fitted dose curve; in most records, active means well fitted curve in the direction sought with a large enough effect; inconclusive means small, poorly fitted or top-dose-only effect, or another doubt; inactive means no such curve, though single readings can be large; an effect the other way counts as inactive or inconclusive. Potency means the concentration at half of the fitted maximal effect. Not all compounds are listed, so the mix of outcomes need not match the whole.
SMILES,Tau ThT inhib,RECQ1 helicase,L3MBTL1 block,ALDH1A1 block,Luc counter,SMN2 splice enh,Lamin A splicing,KDM4E inh
O=C(NCc1ccccn1)c1nnc(Cc2ccc(Cl)cc2)o1,7%,-4%,1%,6%,1%,-7%,2%,2%
CCN(CC)c1ccc(/C=N/NC(=S)NCc2ccco2)cc1,?,?,-13%,?,-3%,-28%,?,?
Cc1c(C(=O)c2cccc(F)c2)c2ccccn2c1CCC#N,-10%,-6%,13%,?,3%,-9%,·,-9%
O=C(Cn1cc(/C=N/NC(=O)c2cccc(C(F)(F)F)c2)c2ccccc21)Nc1ccc(F)cc1,?,-10%,4%,-4%,0%,-25%,3%,?
Cc1ccc(OCC(=O)O/N=C(\N)c2ccccn2)cc1C,?,1%,-3%,·,·,·,·,-2%
CC[N+](CC)(CC#Cc1ccccc1)CC(=O)c1ccc(Cl)cc1,-6%,-4%,6%,?,2%,-17%,?,-17%
C/C(CC(=O)NC(C)C)=N\NC(=O)COc1cc(C)c(Br)cc1Br,-1%,0%,-10%,-7%,5%,-26%,-13%,0%
Cc1cc(NC(=O)CSc2nncc(=O)n2N)no1,-16%,-16%,·,8%,-1%,1%,-4%[46 µM],-8%
CCOC(=O)C1CCCN(C(=S)NC2CCCC2)C1 (stereo not given),6%,i,0%,10%,-1%,-2%,-18%[9.22 µM],-4%
O=C(/C=C/c1ccc([N+](=O)[O-])cc1)c1cccs1,?,-4%,1%,·,·,·,·,2%
O=C(Nc1ccccc1Cl)NC1(C(=O)NCCCN2CCOCC2)CCCCC1,-3%,-5%,0%,-1%,1%,-3%,3%,10%
O=C(c1csnn1)N1CCC[C@@]2(CCN(c3ccccn3)C2)C1,·,-4%,·,0%,1%,13%,·,·
CN(Cc1ccccc1)C(=O)c1nc2ccccn2c1CN1CCC(N2CCOCC2)CC1,-6%,17%,-4%,·,·,·,·,2%
CC(=O)c1ccc(NC(=S)Nc2ccc3[nH]c(=O)[nH]c3c2)cc1,1%,-9%,-11%,2%,-4%,3%,·,-1%
Cc1ccc(C)c(C(=O)COC(=O)c2cccc(N3C(=O)c4c(C)nc5ccccc5c4C3=O)c2)c1,-7%,i,-1%,0%,-4%,-10%,?,-7%
CN(c1ccccc1)S(=O)(=O)c1cccc(C(=O)NNC(=O)c2ccccc2)c1,2%,i,-8%,0%,3%,-59%[inhibitor],?,5%
Cc1ccc(SCC(=O)N2CCOCC2)cc1,0%,i,-20%,0%,0%,11µM*,4%,10%
Nc1nc(N2CCCCC2)nc2ccccc12,11%,1%,5%,?,0%,16%,-2%,?
O=C(Cc1ccccc1)NCCCc1ccccc1,-5%,-7%,·,7%,-3%,1%,-10%,10%
O=C(O)c1ccc(N2Cc3ccccc3C2)cc1O,2%,-6%,·,28µM*,?,-6%,4%,?
CC(C)CC(=O)NC1(C(F)(F)F)C(=O)N(Cc2ccccc2)C2=C1C(=O)CC(C)(C)C2 (stereo not given),-2%,-10%,-4%,3%,3%,-1%,6%,-3%
CCC(C)NCCOc1cccc(Br)c1 (stereo not given),-8%,-4%,4%,-10%,-1%,-6%,-4%,?
COc1ccc(CCC(=O)N2CCN(C3CCCCC3)CC2)cc1,-15%,-2%,·,?,-2%,·,-10%,-1%
COc1ccc2cc(/C=C/C(=O)c3ccco3)c(Cl)nc2c1,-21%,i,·,7%,-1%,2%,-13%,-1%
COc1cc(C[C@H]2C(=O)OC[C@@H]2Cc2ccc(OC)c(OC)c2)ccc1O,-11%,i,·,7%,1%,·,·,4%
COc1ccc(OC)c(NC(=O)Nc2ccccc2C)c1,-11%,-1%,·,4%,-5%,21%,4%,-1%
Cn1c(Cc2ccccc2)nnc1SCC(=O)c1ccc(Br)s1,?,-1%,-3%,14µM*,1%,-5%,10%,-4%
Cc1ccccc1NC(=O)c1cn(-c2ccccc2)nc1-c1ccccc1,2%&1%,-11%,8%,4%,1%,-16%,?,-2%
O=C(CSc1nnc(Cc2cc(=O)[nH]c(=O)[nH]2)n1-c1ccc(Cl)cc1)N1CCc2ccccc21,-8%,i,·,-4%,-1%,10%,·,0%
CCOC(=O)C1CCN(C(=O)c2sc3nc(-c4ccc(F)cc4)cn3c2C)CC1,-8%,-17%,-4%,-4%,0%,-12%,?,12%
CCCCc1c(O)nc(SCC(=O)N2CCOCC2)[nH]c1=O,?,-4%,-6%,2%,0%,2%,-10%,12%
COc1ccc(C(=O)Nc2cccc(C(=O)N3CCN(C)CC3)c2)cc1,0%,i,·,-1%,1%,?,-12%,6%
O=C1NC(=O)C2(COC(c3ccncc3)OC2)S1 (stereo not given),4%,i,2%,12%,0%,4%,-1%,-9%
COc1cccc(NC(=S)/C(=C(\[O-])c2cc(C)n(-c3ccccc3F)c2C)[n+]2ccc(N(C)C)cc2)c1,?,i,·,?,-2%,-19%,·,-4%
CC(O)(C(=O)Nc1ccc(S(=O)(=O)c2ccccc2)cc1)C(F)(F)F (stereo not given),0%&0%,10%,·,6%&8%,·,-22%&-2%,·,·
Cc1cc(C)n2nc(SCc3nnc(-c4cccs4)o3)nc2n1,-2%,i,-3%,-8%,1%,4%,-7%[46 µM],4%

# Entries listed above that bear a hit mark in SMN2 splice enh.
SMILES | Tau ThT inhib | RECQ1 helicase | L3MBTL1 block | ALDH1A1 block | SMN2 splice enh | Lamin A splicing | KDM4E inh
Cc1ccc(SCC(=O)N2CCOCC2)cc1 | 0% | i | -20% | 0% | 11µM* | 4% | 10%

# Remaining list, next part.
SMILES,Tau ThT inhib,RECQ1 helicase,L3MBTL1 block,ALDH1A1 block,Luc counter,SMN2 splice enh,Lamin A splicing,KDM4E inh
S=c1[nH]c(-c2ccc(Br)cc2)cn1CCc1ccccc1,-11%,?,·,5%,0%,-4%,-5%[46 µM],?
Cc1[nH]c2ccccc2c1C(=O)CN1CCCCC1C (stereo not given),11%,5%,?,20µM*,7%,-29%,-2%,1%
CS(=O)(=O)NN1C(=O)c2ccccc2NC1c1cccs1 (stereo not given),-10%,i,·,?,·,·,·,?
Brc1c(CSc2nncc3ccccc23)nc2ccccn12,-14%,-2%,·,-5%,3%,-13%,-10%[46 µM],-6%
Cc1ccc(-c2noc(CCCC(=O)Nc3cccnc3)n2)cc1,4%,-4%,12%,-9%,2%,9%,?,6%
Cc1cc(N2CCN(C)CC2)nc2ccc(NC(=O)CCC(=O)NCc3ccco3)cc12,-7%,-3%,-7%,?,-2%,3%,-1%,?
O=C(NC(=S)Nc1ccc(Oc2ccccc2)cc1)c1ccc(Cl)cc1,?,0%,·,14µM*,-3%,-7%,?,8%
COc1ccccc1CP(=O)(c1ccccc1)c1ccccc1,-1%,-1%,?,4%,·,·,-4%,-1%
COc1ccc(N2CCN(C(=O)CNC(=O)Cn3c(C)cc4ccccc4c3=O)CC2)cc1,-9%,-11%,0%,-8%,·,·,?,4%
CCN(CC)C(=S)SCC(=O)c1c(C)[nH]c2ccccc12,-15%,-7%,0%,?,2%,?,-11%,-5%
Cc1cccc(-c2nc(CS(=O)CC(=O)NCCCSC3CCCCC3)c(C)o2)c1 (stereo not given),?,4%,-2%,?,-7%,-19%,?,-2%
COC(=O)c1c(NC(=O)CSc2ncnc3c2cnn3-c2ccccc2Cl)sc2c1CCCC2,-13%,2%,-16%,?,-2%,-59%[inhibitor],?,2%
CCC1CCCCN1C(=O)N[C@@H](CCSC)C(=O)OC (stereo not given in full),3%,8%,3%,2%,3%,-5%,10%,7%
CCOC(=O)C1CN(S(=O)(=O)c2ccccc2)c2cc(S(=O)(=O)CC)ccc2O1 (stereo not given),5%,-12%,-2%,2%,1%,1%,9%,0%
CC(/C=C/C(=O)NO)=C\[C@@H](C)C(=O)c1ccc(N(C)C)cc1,?,11%,·,28µM*!,1%[39.9 µM],1.4µM*,·,·
Cc1cccc(N(CC(=O)NCc2ccccc2)C(=O)Cn2nnc(-c3ccc(C)o3)n2)c1,-1%,0%,-2%,-3%,-3%,-3%,-3%,4%
COC(=O)c1cn(NC(=O)c2cc(OC)c(OC)c(OC)c2)c(=O)c2ccccc12,4%,9%,2%,4%,-3%,-27%,5%,?
COC(=O)c1c(NC(=O)/C=C/C(=O)O)sc(C)c1-c1ccc(C)c(C)c1,?,2%,4%,?,0%,-47%[inhibitor],?,-21%
CCCCNC(=O)C(c1ccc(OCC(=O)OC)c(C(=O)OC)c1)N(Cc1ccccc1)C(=O)CCCCCN1C(=O)NC(c2ccc(-c3ccccc3)cc2)C(C(=O)OCc2ccccc2)=C1C (stereo not given),-5%,-11%,·,2%,0%,5%,·,-2%
O=C(Cc1ccc(Br)cc1)Nc1cccc(-c2cn3c(n2)SCC3)c1,?,-12%,-19%,?,2%,-60%[inhibitor],·,-4%
CC(C)Oc1ccc(C(=O)NC(=S)Nc2ccc(CN3CCOCC3)cc2)cc1,-4%,0%,5%,7.1µM*,-4%,-32%[inhibitor],-6%,0%
CCN1C(=O)CSc2ccc(C(=O)NCCCN3CCOCC3)cc21,-8%,-14%,3%,0%,-1%,4%,1%,3%
CCOC(=O)C(C(=O)OCC)N(C#N)c1nc(SC)nc(N(C)C)n1,-16%,-7%,-5%,?,2%,-24%,8%,3%
CNS(=O)(=O)c1cccc2cccnc12,-5%,-8%,4%,14%,-3%,-10%,4%,4%
O=C(O)[C@H]1CCCC[C@H]1C(=O)NCCNC(=O)[C@@H]1CCCC[C@@H]1C(=O)O,-10%,0%,·,0%,-2%,23%,5%,11%
CCC(CC)C(=O)Nc1cccc(C(=O)Nc2ccc(S(N)(=O)=O)cc2)c1,1%,-3%,-4%,-4%,2%,·,·,-7%
CSc1nc2nc(C(F)(F)F)cc(-c3ccccc3)n2n1,-10%,-15%,·,?,-3%,-19%,-14%,?
CC1(C)CC(=O)C(N=Nc2cccc([N+](=O)[O-])c2)=C(O)C1,-14%,-2%,-9%,·,·,·,·,-7%

# Source: PubChem BioAssay (National Center for Advancing Translational Sciences (NCATS))
